PKM2 activator: increases activity of human pyruvate kinase M2; 260,000 compounds, 0.34% hits; Potency, µM (titrated, usually from 57.5 µM), for inactives: at the top dose activation, actives largely listed as activators; AID 1631; purified PKM2, Kinase-Glo ATP luminescence, activation; response scale: 0% is enzyme alone, no compound; P14618; note: potency is the fitted concentration of half-maximal effect; nearly all actives have a fitted effect of over 55% in size
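Purified hPK-M2 (>95%) run at intermediate activity with 0.1 mM ADP and 0.5 mM PEP in 50 mM imidazole pH 7.2, KCl, MgCl2; 1 h room temperature. ATP formed read by Kinase-Glo luminescence; normalized to uninhibited and no-enzyme controls.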
B2AR arrestin: recruits beta-arrestin to the human beta2-adrenergic receptor. P07550. 330,000 compounds, 0.02% hits. beta-arrestin recruitment to beta2AR, cell-based reporter. AID 492947. Potency, µM (doses to about 46.1 µM), inactives show at the highest dose activation, usual class: activators;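 note: potency is the fitted concentration of half-maximal effect; 0% = DMSO controls and full agonism = EC100 isoproterenol or metaproterenol; nearly all actives have a fitted effect of over 65% in size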
Target sequence (P07550 whole entry, looked up): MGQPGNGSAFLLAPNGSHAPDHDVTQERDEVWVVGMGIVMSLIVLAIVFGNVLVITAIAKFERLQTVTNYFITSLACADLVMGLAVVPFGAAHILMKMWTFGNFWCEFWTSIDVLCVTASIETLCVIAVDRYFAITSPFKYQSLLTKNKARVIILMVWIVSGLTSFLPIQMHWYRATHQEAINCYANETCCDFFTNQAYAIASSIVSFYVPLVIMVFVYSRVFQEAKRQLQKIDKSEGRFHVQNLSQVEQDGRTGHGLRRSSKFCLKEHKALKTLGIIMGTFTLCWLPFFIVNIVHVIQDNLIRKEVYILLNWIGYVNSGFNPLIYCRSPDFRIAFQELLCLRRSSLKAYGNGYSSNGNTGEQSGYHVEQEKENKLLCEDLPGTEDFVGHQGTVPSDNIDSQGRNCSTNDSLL
Giardia killer: kills Giardia lamblia; 340,000 compounds, 0.15% hits; Giardia lamblia trophozoite viability; activity change, % at 7.66 µM, hits read low; AID 540267; in the data active = activity change below about -80%; inconclusive = between about -30% and that limit;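 note: parasites exposed to compound for two days anaerobically before the ATP read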
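Giardia trophozoites, 100 cells per well, were exposed to compounds for 48 hrs at 37 deg C under anaerobic conditions; viability was then read as ATP content by bioluminescence after 15-30 min at room temperature.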
FBPA coupling cs: inhibits coupling enzyme system, counter-screen for aldolase hits; coupling enzyme system counterscreen, AmpLite Red fluorescence; activity change, negative = inhibition, % at 58.2 µM, hits read low; 290,000 compounds, 0.67% hits; AID 2472; in the data active = activity change below about -30%
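Counterscreen lacking aldolase: glyceraldehyde-3-phosphate coupling-enzyme reagent preincubated 10 min at RT with compound (at 57.5 uM final), then substrate/coupling system with AmpLite Red added; fluorescence read at 525/598 nm after 20 min RT.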
KCNH2 3.1 block: KCNH2 3.1 (human) potassium channel inhibition | U2OS KCNH2 3.1, thallium flux FluxOr; stronger effect = lower value | activity change, % (tested at about 1.8 µM) | 340,000 compounds, 0.95% hits | AID 720553;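 active = maximum activity change below -70%; inconclusive = maximum activity change from -70% to -50%; inactive = maximum activity change above -50%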;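 note: thallium influx rate constant from kinetic fluorescence after stimulation buffer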
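Steps: virus added to U2OS suspension (4 h, RT, dark); medium with 10% FBS added, cells plated, 37 C overnight; FluxOr/Red40 loading buffer 45 min RT; stimulation buffer, 2 min kinetic read; rate constant normalized.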
hERG WT inh: blocks the wildtype human KCNH2 potassium channel. 340,000 compounds, 0.37% hits. U2OS, BacMam KCNH2, thallium flux FluxOr; stronger effect = lower value. activity change, % at 1.84 µM. Q12809;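 active = maximum activity change below -70%; inconclusive = maximum activity change between -70% and -50%; inactive = maximum activity change above -50%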
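U2OS cells transduced with wild-type KCNH2 virus are loaded with FluxOr dye for 45 min, and thallium flux is measured in kinetic reads before and after stimulation buffer. Rate constants are normalized to DMSO controls.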
uPA surface inh: cell surface uPA generation inhibition. cell surface uPA generation assay, qHTS. Potency, µM (top dose mostly 38.3 µM), for the others: top-dose activity change, negative = inhibition, actives largely listed as inhibitors. 330,000 compounds, 0.31% hits. AID 540303; active = well fitted inhibition curve with a large enough effect; inconclusive = small, poorly fitted or top-dose-only effect; inactive = no such curve, though single readings can be large or run the other way; tested in mouse RAW 264.7 cells; note: potency is the fitted concentration of half-maximal effect; nearly all actives have a fitted effect of over 55% in size
USP2a inh: USP2a (human) protease inhibition; O75604; USP2 core, Ub-CHOP2 coupled fluorogenic reporter, 485/531; Potency, µM (series often up to 38.3 µM), for inactives: at the top dose activity change, negative = inhibition, most hits filed as inhibitors; 330,000 compounds, 0.01% hits;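 note: potency is the fitted concentration of half-maximal effect; plate controls were DMSO wells for no effect and full inhibition by NEM control for full effect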
Target sequence (O75604 whole entry, looked up): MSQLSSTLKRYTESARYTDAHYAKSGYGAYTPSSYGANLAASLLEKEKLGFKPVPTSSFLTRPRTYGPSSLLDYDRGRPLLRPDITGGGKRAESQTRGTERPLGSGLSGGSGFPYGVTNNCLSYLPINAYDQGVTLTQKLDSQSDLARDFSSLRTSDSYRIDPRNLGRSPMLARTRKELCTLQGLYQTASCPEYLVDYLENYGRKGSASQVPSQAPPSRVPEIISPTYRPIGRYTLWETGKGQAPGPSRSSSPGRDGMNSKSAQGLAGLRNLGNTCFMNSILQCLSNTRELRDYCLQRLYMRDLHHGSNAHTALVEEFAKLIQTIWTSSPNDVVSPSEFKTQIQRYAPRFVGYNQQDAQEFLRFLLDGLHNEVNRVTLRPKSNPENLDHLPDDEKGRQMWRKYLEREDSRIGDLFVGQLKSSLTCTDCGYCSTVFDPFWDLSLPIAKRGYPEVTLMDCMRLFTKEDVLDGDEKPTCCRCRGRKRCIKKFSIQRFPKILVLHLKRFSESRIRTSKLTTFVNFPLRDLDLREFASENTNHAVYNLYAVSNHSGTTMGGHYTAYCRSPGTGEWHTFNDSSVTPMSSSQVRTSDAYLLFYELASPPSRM
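USP2 core (10nM final) preincubated 30min RT with compound in 20mM Tris-HCl pH 8.0, 2mM CaCl2, 2mM beta-mercaptoethanol, 0.05% CHAPS; 25nM Ub-CHOP2 plus 25nM reporter substrate added, fluorescence (Ex485/Em531) read after 60min.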
BCR signal inh: blocks chronic active B-cell receptor signaling; ABC-DLBCL IkBa-CBG/CBR reporter, luminescence ratio, 4 h; Potency, µM (top dose mostly 46.1 µM), for inactives: at the top dose ratio change, negative = lower green/red ratio, actives largely listed as inhibitors; 340,000 compounds, 0.05% hits; active = well fitted inhibition curve with a large enough effect in the signal ratio, with a control signal flat, not every such curve was filed as active; inconclusive = small, poorly fitted or top-dose-only effect, or effect the other way, or a change in a side signal; the % refers to the signal ratio;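 note: potency is the fitted concentration of half-maximal effect; plate controls were basal doxycycline-induced cells for no effect and cells given 10 µM MG132 for full effect; MG132 reads +100%, hits lower the ratio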
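Doxycycline induced both beetle luciferases in TMD8 lymphoma cells; IKK-driven degradation limits the IkappaBalpha-fused green signal, while red luminescence normalises for cell number and nonspecific effects. Compounds tested up to 46 uM, 4 hrs.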
Eya2 phos inh: Eya2 (human) phosphatase inhibition; Potency, µM (series often up to 76.9 µM), for the others: at the highest dose activity, negative = inhibition, hits mostly inhibitors; recombinant Eya2, OMFP fluorescence dephosphorylation (OMFP is methylfluorescein phosphate); AID 488837; 330,000 compounds, 0.006% hits; note: potency is the fitted concentration of half-maximal effect
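Eya2 (0.2 uM) preincubated 10 min at ambient with compound, then OMFP substrate added at 50 uM; 10 min reaction in 50 mM HEPES pH 7.5, 50 mM NaCl, 5 uM MgCl2, 0.05% BSA, 1 mM DTT. Fluorescence read at Ex 485/Em 525 nm.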
GALK inhibitor: blocks human galactokinase activity. Purified GALK, Kinase-Glo residual ATP luminescence. AID 1868. 270,000 compounds, 0.007% hits. Potency, µM (titrated, usually from 57.5 µM), inactives show at the top dose activity change, negative = inhibition, usual class: inhibitors; note: potency is the fitted concentration of half-maximal effect
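The enzyme phosphorylates galactose (100 uM) using ATP (35 uM); inhibition is detected as higher residual ATP, quantified by bioluminescence after 1 h reaction at room temperature, pH 8.0.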
* hit, by the source's call; ? = inconclusive; nt = not tested or not shown; & = joins results of further samples; [ ] = dose if it differs, or a comment. Unless noted, calls come from the whole dose curve; as a rule, active = well fitted curve in the direction sought with a large enough effect; inconclusive = small, poorly fitted or top-dose-only effect, or another doubt; inactive = no such curve, though single readings can be large; an effect the other way counts as inactive or inconclusive. Unless noted, % is set by controls: 0 for no effect and ±100 for the full control effect.

entry	SMILES	PKM2 activator	B2AR arrestin	Giardia killer	FBPA coupling cs	KCNH2 3.1 block	hERG WT inh	uPA surface inh	USP2a inh	BCR signal inh	Eya2 phos inh	GALK inhibitor
1	Cn1c(SCC(=O)N2CCOCC2)nnc1-c1cccc(NC(=O)c2ccccc2F)c1	10%	0.2%	-4&-11	6	4	-1	nt	-1%	3%	8%	1%
2	CC(=O)NS(=O)(=O)c1ccc(NC(=S)NC(=O)c2ccco2)cc1	-3%	0.1%	-12	5	-3	3	5%	1%	0%	-1%	5%
3	CCOC(=O)/C(C#N)=C/c1cc(C)n(-c2ccc(Br)cc2)c1C	8%	-0.1%	nt	0	nt	nt	nt	2%	-9%	-3%	3%
4	CCCc1cc(C(=O)NCc2cccs2)no1	-1%	-0.5%	-1	2	18	-2	-5%	-2%	?	-6%	2%
5	COc1ccc(CCN(C)C(=O)c2cc(-c3ccccc3)nc3ccc(C)cc23)cc1OC	0%	0.2%	-4	nt	21	6	8%	6%	?	4%	5%
6	Cc1ccccc1OCC(=O)N/N=C1\SCC(=O)N1Cc1ccccc1	1%	-0.5%	-24	1	26	1	7%	1%	0%	-2%	1%
7	O=C(Nc1ccc2c(c1)OCCO2)C1CCC1	-5%	-0.3%	-14	2	6	2	nt	1%	-13%	-6%	1%
8	COc1ccccc1CNC(=O)C(=O)Nc1nccs1	9%	0.3%	7	1	8	-8	-3%	-1%	-25%	-2%	7%
9	C#CCOCCOCCOCCNc1nc(N2CCN(C(=O)[C@H](CCC(=O)O)n3cc(C(N)CC(C)C)nn3)CC2)nc(N2CCN(C(=O)[C@H](CCC(=O)O)n3cc(C(N)[C@H](C)CC)nn3)CC2)n1 (some centres not stated)	1%	3.1%	-6	4	8	-25	3%	1%	0%	16%	2%
10	CCc1ccccc1OCC(=O)Nc1cc(S(=O)(=O)N2CCOCC2)ccc1N1CCCCC1	nt	0.3%	6	nt	10	-20	19%	4%	?	-22%	nt
11	COc1ccc(OC)c2[nH]c(=O)c(CCNC(=O)C(=O)c3c(C)[nH]c4ccccc34)cc12	0%	0.2%	7	0	nt	-16	5%	1%	-16%	-16%	0%
12	O=C(COC(=O)c1c(Cl)ccc(Cl)c1Cl)NCC1CCCO1 (configuration not stated)	nt	-0.7%	4	nt	-3	-1	-3%	4%	1%	7%	nt
13	O=C(CSc1nnc(-c2ccco2)o1)NC1CC2CCC1C2 (configuration not stated)	-1%	0.1%	-16	1	2	5	-9%	1%	1%	2%	-3%
14	O=C(NNC(=S)Nc1ccccc1)c1ccco1	-5%	-1.8%	1	-2	15	-12	3%	0%	?	6%	1%
15	Cc1csc(NC(=O)c2cc(-c3ccccc3)nc3ccccc23)n1	6%	-0.4%	-3	-1	-24	-2	4%	3%	?	6%	1%

Reformatted as labelled records: part of the list above
1	Cn1c(SCC(=O)N2CCOCC2)nnc1-c1cccc(NC(=O)c2ccccc2F)c1
  PKM2 activator: 10%
  B2AR arrestin: 0.2%
  Giardia killer: -4&-11
  FBPA coupling cs: 6
  KCNH2 3.1 block: 4
  hERG WT inh: -1
  uPA surface inh: nt
  USP2a inh: -1%
  BCR signal inh: 3%
  Eya2 phos inh: 8%
  GALK inhibitor: 1%

2	CC(=O)NS(=O)(=O)c1ccc(NC(=S)NC(=O)c2ccco2)cc1
  PKM2 activator: -3%
  B2AR arrestin: 0.1%
  Giardia killer: -12
  FBPA coupling cs: 5
  KCNH2 3.1 block: -3
  hERG WT inh: 3
  uPA surface inh: 5%
  USP2a inh: 1%
  BCR signal inh: 0%
  Eya2 phos inh: -1%
  GALK inhibitor: 5%

3	CCOC(=O)/C(C#N)=C/c1cc(C)n(-c2ccc(Br)cc2)c1C
  PKM2 activator: 8%
  B2AR arrestin: -0.1%
  Giardia killer: nt
  FBPA coupling cs: 0
  KCNH2 3.1 block: nt
  hERG WT inh: nt
  uPA surface inh: nt
  USP2a inh: 2%
  BCR signal inh: -9%
  Eya2 phos inh: -3%
  GALK inhibitor: 3%

4	CCCc1cc(C(=O)NCc2cccs2)no1
  PKM2 activator: -1%
  B2AR arrestin: -0.5%
  Giardia killer: -1
  FBPA coupling cs: 2
  KCNH2 3.1 block: 18
  hERG WT inh: -2
  uPA surface inh: -5%
  USP2a inh: -2%
  BCR signal inh: ?
  Eya2 phos inh: -6%
  GALK inhibitor: 2%

New compounds follow
entry	SMILES	PKM2 activator	B2AR arrestin	Giardia killer	FBPA coupling cs	KCNH2 3.1 block	hERG WT inh	uPA surface inh	USP2a inh	BCR signal inh	Eya2 phos inh	GALK inhibitor
16	COc1ccc(-c2cnc(SCC(=O)Nc3nc(C(C)(C)C)cs3)n2Cc2ccco2)cc1	3%	1.0%	-14	1	-24	-2	-3%	-13%	15%	-1%	-3%
17	CCCCN1C(=O)C2NN=C(C(=O)OCC)C2C1=O (configuration not stated)	-8%	0.1%	6	-3	-2	-28	nt	-1%	0%	-9%	nt
18	CSc1ccccc1NC(=O)c1cnc2n(c1=O)CCS2	-11%	-0.6%	4	1	9	-5	-15%	2%	-2%	-5%	2%
19	CCCCn1c(N)c(N(CC(C)C)C(=O)c2cccc(S(=O)(=O)N3CCN(C(C)=O)CC3)c2)c(=O)[nH]c1=O	nt	0.0%	-15	nt	4	-26	5%	0%	-1%	5%	nt
20	CC(C)[C@H](NC(N)=O)C(=O)NCCc1ccc(Cl)cc1	1%	-0.4%	39[activator]	0	13	-14	-13%	-3%	0%	-2%	1%
21	CCN(CC)CC(=O)Nc1nc(-c2ccc(Cl)cc2)cs1	-5%	0.4%	-1	0	-12	0	-1%	4%	19%	-38%	1%
22	CCC(C)NC(=S)N1CCN(Cc2ccc3c(c2)OCO3)CC1 (configuration not stated)	4%	-0.3%	3	2	1	-27	-7%	0%	-1%	-4%	-1%
23	COc1ccc(-c2nc3c(c(=O)[nH]c(=O)n3Cc3ccccc3)n2Cc2ccccc2)cc1	-5%	0.4%	0	1	18	-2	0%	-1%	?	-15%	0%
24	CCN1CCN(c2cc(-c3ccccc3)nc3cc(-c4cccc(F)c4)nn23)CC1	-3%	0.2%	-1	2	-32	-2	-9%	3%	?	-20%	0%
25	CCc1cccc2c(C#N)cn(CCOc3ccccc3OC)c12	0%	-0.3%	5	-3	-27	-6	-4%	0%	1%	-7%	-3%
26	CC(C)COC(=O)OCN1C(=O)CN(CCN2CC(=O)N(COC(=O)OCC(C)C)C(=O)C2)CC1=O	nt	0.0%	12	nt	12	-10	-69%	1%	-14%	-3%&6%	nt
27	CCOC(=O)C1=C(C)OC(N)=C(C#N)C1c1cc(F)ccc1F (configuration not stated)	0%	0.2%	7	2	3	3	-18%	1%	?	-10%	4%
28	COc1ccc(CN2CCN(c3ccccn3)CC2)cc1OCc1ccccc1	-1%	-0.1%	-15	1	-17	18	nt	0%	6%	18%	1%
29	CCCCn1c(/C=N/Nc2nc3ccccc3[nH]2)nc2ccccc21	2%	0.0%	1	1	-44	-73*	-3%	4%	-11%	1%	0%
30	CCN(CC)c1ccc(C2Nc3cccc4cccc(c34)N2)cc1	-4%	0.3%	-3	-9	-7	6	0%	-8%	?	-21%	6%
31	COc1ccc(Oc2nc(-c3ccncc3)nc3ccccc23)cc1	2%	?	?	-2	7	3	-1%	2%	1%	-1%	2%
32	NS(=O)(=O)c1ccc(CCNC(=O)Nc2ccc(Cl)c(Cl)c2)cc1	1%	0.1%	26	0	-4	-4	nt	-1%	?	7%	-1%
33	Cc1nn(Cc2c(F)cccc2Cl)c(C)c1[N+](=O)[O-]	4%	-0.1%	-19	5	6	4	-5%	2%	0%	-5%	13%
34	Cc1ccccc1OCCCSc1nc2ccccc2[nH]1	15%	-1.0%	-17	-5	-10	-7	-1%	3%	-19%	-5%	0%
35	COCC(C)NC(=O)COc1nncc2ccccc12 (configuration not stated)	-2%	0.5%	-1	1	-1	-8	-2%	2%	13%	-2%	0%
